High-throughput results: PubChem, National Center for Advancing Translational Sciences (NCATS)
Lipid storage S3: qHTS Assay for Lipid Storage Modulators in Drosophila S3 Cells. 0.64% of 320,000 active. AID 2685, 2010. Drosophila S3 cells, BODIPY lipid droplet fluorescence, 18-24 h; cells fed with added oleic acid. lipid storage change, negative = inhibition, % at the top dose, mostly 46.1 µM; hits show Potency in µM; active means well fitted inhibition curve with a large enough effect in the signal ratio, with a control signal flat, not every such curve was filed as active; inconclusive means small, poorly fitted or top-dose-only effect, or effect the other way, or a change in a side signal; the % refers to the signal ratio
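Drosophila S3 cells loaded with oleic acid (400 uM, as added) and compounds at several concentrations; lipid droplets imaged by 488-nm laser-scanning cytometry, 500–530 nm intensity and object ratio to cell channel. Percent activity normalized to 20 uM Triacsin C.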
Lipid storage S3 cell count max: further read-out of Lipid storage S3, marked with its call; cell number change, %; measured here: cell count max response;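 cells counted by Cell Tracker Red CMTPX staining in the red channel; peak over a dose series mostly up to 46.1 µM; percent activity relative to internal control wells on each plate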
The depositor's hits bear a star; i = inactive; u = inconclusive; x = not tested or not shown; [ ] = dose if it differs, or a comment. On the % scale 0 is the no-effect control and ±100 the full control effect; potency means the concentration at half of the fitted maximal effect. This is a subset; count on the stated rates, not on these rows.

Each structure is followed by: Lipid storage S3	Lipid storage S3 cell count max
CCOc1cc(CNCCc2ccc(S(N)(=O)=O)cc2)ccc1OCc1ccc(Cl)cc1
  u	x
CC(=O)c1ccc(Oc2cnccn2)cc1
  u	x
Cn1c(SCc2cc([N+](=O)[O-])cc3c2OCOC3)nnc1-c1ccccn1
  24.6%	x
N#CCCN(C1CCCCC1)S(=O)(=O)CCOc1ccccc1
  u	x
COc1ccc(NC(=O)C2CCCN(S(=O)(=O)c3cccc4cccnc34)C2)cc1OC (stereo not drawn)
  u	x
CC(=O)Nc1ccc(C(=O)N/N=C/c2cc(Br)cc(Br)c2O)cc1
  u	x
COc1ccc(-c2cc(-c3ccc(Cl)cc3)n[nH]2)c(O)c1
  u	x
CCC1(C)CC(C(N)=S)CCO1 (stereo not drawn)
  u	x
CC(C)Oc1cccc(C(=O)N/N=C/c2ccoc2)c1
  i	-4.6
O=C(CCc1ccccc1)Nc1ccc(S(=O)(=O)N2CCCC2)cc1
  -24.6%	-3.2
O=C(NCC1CC1)c1onc(CSc2ccc(F)cc2)c1C(=O)NCC1CC1
  -7.0%	10.6
CCN(CC)c1ccc(S(=O)(=O)N2CCOCC2)cc1NC(=O)CSc1nncs1
  u	x
CC(=O)c1ccc(NC(=O)CSc2nc(C)cc(C)c2C(N)=O)cc1
  -9.3%	1.9
O=C(NC(=O)c1ccncc1)NC(c1ccccc1)c1ccccc1
  -0.2%	1.0
N#CC(C(=O)Nc1ccccc1)=C1Nc2ccccc2N1
  i	19.3
COc1cc(/C=C2\SC(=S)N(CCC(=O)N3CCN(C)CC3)C2=O)cc(OC)c1OC
  u	x
C=CCn1c(SCC(=O)Nc2ccc3c(c2)CCC3)nc2ccccc2c1=O
  u	x
O=C(c1ccc(Cn2c(=O)[nH]c3ccsc3c2=O)cc1)N1CCN(c2ccccc2)CC1
  10.8%	-7.6
CCC(Sc1nc2ccccc2c2nc3ccccc3n12)C(=O)NCc1ccco1 (stereo not drawn)
  0.1%	9.6
COC(=O)CSc1nc2ccccc2n1CC(=O)N(C(C)C)C(C)C
  u	x
CCNC(=O)CC1C(=O)N(c2ccc(C)cc2)C(=O)N1CCc1sccc1C (stereo not drawn)
  u	x
COC(=O)C1CC(=O)c2ccsc2C1 (stereo not drawn)
  -4.5%	0.9
Cc1ccc(-c2noc(CN3CCN(Cc4ccccc4)CC3)n2)cc1
  u	x
S=C(NCCCN1CCOCC1)Nc1ccc(N2CCOCC2)cc1
  u	x
CCCCC[C@H]1CN(CCCC)C(=O)[C@@H]1CC(=O)NCc1ccccc1
  u	x
CC(=O)NCc1ccc(C(=O)CCl)s1
  u	x
Cc1ccc(C2(C(=O)N3CCC(n4nc(-c5ccccc5)oc4=O)CC3)CC2)cc1
  i	3.1
COCCNc1nc(SCC(=O)N2CCN(c3ccccc3OC)CC2)nc2ccccc12
  u	x
COC(=O)c1ccc(C2N=C(c3cccs3)CC(c3ccccc3O)N2)cc1 (stereo not drawn)
  16.6%	6.1
O=C(NC1CCCCC1)C1CCN(S(=O)(=O)c2cccc3nonc23)CC1
  u	x

3 entries from above, arranged by the value under Lipid storage S3 cell count max, rising.
structure | Lipid storage S3 cell count max
O=C(NC(=O)c1ccncc1)NC(c1ccccc1)c1ccccc1 | 1.0
CC(=O)c1ccc(NC(=O)CSc2nc(C)cc(C)c2C(N)=O)cc1 | 1.9
Cc1ccc(C2(C(=O)N3CCC(n4nc(-c5ccccc5)oc4=O)CC3)CC2)cc1 | 3.1

Continued:
Each structure is followed by: Lipid storage S3	Lipid storage S3 cell count max
COc1cc(NC(=O)c2c(Cl)cnn2C)c(OC)cc1Cl
  u	x
O=C(Cc1c(F)cccc1Cl)Nc1ccc(S(=O)(=O)N2CCCC2)cc1
  u	x
COCCN(C(=O)CSc1nc2ccccc2c(=O)n1CCOC)c1c(N)n(Cc2ccccc2)c(=O)[nH]c1=O
  -6.1%	0.3
CCc1c(C)nc2cc(-c3cccs3)[nH]n2c1=O
  i	0.6
O=C(O)C(F)(F)C(NCc1ccccc1)c1ccccc1 (stereo not drawn)
  u	x
Cc1c(C(=O)OC2CCCC2C)[nH]c2c1C(=O)CCC2 (stereo not drawn)
  3.9%	-6.0
Cc1c(Br)c([N+](=O)[O-])nn1C(C)C(=O)NCc1cccnc1 (stereo not drawn)
  i	x
O=C(O)c1ccc(S(=O)(=O)N(Cc2ccc(F)cc2)C2CCCCC2)cc1
  i	-26.5
Oc1ccc(-c2csc(-c3cccnc3)n2)cc1O
  i	-16.9
CC(/C=N/n1c(-c2ccco2)n[nH]c1=S)=C\c1ccccc1
  u	x
COc1ccc(NC(=O)CSc2nc(=O)n(CCN(C)C)c3c2CCCC3)cc1OC
  -11.9%[0.0737 µM]	x
Cc1ccc(S(=O)(=O)n2cnc3cc([N+](=O)[O-])ccc32)c(C)c1C
  -9.0%	-12.4
CC(C)(O[C@@H]1O[C@H](CO)[C@@H](O)[C@H](O)[C@H]1O)[C@H]1Cc2cc3ccc(=O)oc3cc2O1
  1.2%	7.7
CCN1CCN(Cc2nc3c(c(=O)n(C)c(=O)n3C)n2CC(=O)c2ccccc2)CC1
  u	x
COc1ccc(NC(=O)CCC(=O)OCc2ccc([N+](=O)[O-])cc2)cc1
  u	x
O=C1C(Cl)=C(NC2CCCCC2)C(=O)N1c1ccc(Cl)cc1
  u	x
O=C(CN1C(=O)COc2ccc(S(=O)(=O)N3CCOCC3)cc21)NCc1ccccn1
  -8.5%	x
COCCNC(=O)CSc1nc2ccccc2c(=O)n1CCCC(=O)NCc1ccccc1
  u	x
CC(C)N1CCNCC1
  4.2%	17.6
O=C(Cc1ccccc1)NCc1ccc(F)cc1
  7.0%	4.1
O=C(c1ccc(C(F)(F)F)cc1)C1CCCN(C(=O)c2cnccn2)C1 (stereo not drawn)
  0.2%	0.6
CCCCCCCn1ccc(=N)cc1
  u	x
CC1(C)CC(=O)C(C=NCC2CCN(C(=S)Nc3ccccc3)CC2)=C(O)C1
  11.1%	15.0
CCOc1ccc(S(=O)(=O)N(C(=O)c2ccco2)c2cc3sc(=O)oc3c3ccccc23)cc1
  i	-19.2
NNC(=O)c1cc2sccc2s1
  12.0%	0.2
CN(Cc1ccccc1)S(=O)(=O)c1ccc(NC(=S)NC(=O)C(C)(C)C)cc1
  u	x
Oc1c(C=Nc2ccccc2)sc(=S)n1Cc1ccccc1
  -6.1%	10.0
COc1ccc(S(=O)(=O)N2CCN(Cc3ccc4c(c3)OCO4)CC2)c2ccccc12
  9.2%	-16.0
Cn1c(C(=O)NCc2ccccn2)cc2c(=O)n(C)c3ccccc3c21
  -5.1%	10.1
O=C(CCl)N1N=C(c2ccco2)CC1c1ccco1 (stereo not drawn)
  u	x

Retrieved by compound from above (4):
Each structure is followed by: Lipid storage S3	Lipid storage S3 cell count max
CC(C)(O[C@@H]1O[C@H](CO)[C@@H](O)[C@H](O)[C@H]1O)[C@H]1Cc2cc3ccc(=O)oc3cc2O1
  1.2%	7.7
COc1cc(/C=C2\SC(=S)N(CCC(=O)N3CCN(C)CC3)C2=O)cc(OC)c1OC
  u	x
N#CCCN(C1CCCCC1)S(=O)(=O)CCOc1ccccc1
  u	x
Cc1ccc(-c2noc(CN3CCN(Cc4ccccc4)CC3)n2)cc1
  u	x

(next part)
Each structure is followed by: Lipid storage S3	Lipid storage S3 cell count max
COC(=O)c1c(C#N)c(N)nc2c1CCC2
  u	x
O=C(N/N=C/c1c[nH]c2ccccc12)c1ccncc1
  u	x
Cc1nn2c(=O)cc(CSc3ccccc3NC(=O)c3ccccc3F)nc2s1
  u	x
Cc1ccc(S(=O)(=O)N/N=C/c2ccc(OC3CSC3)cc2)cc1
  -8.6%	-0.6
CCOC(=O)c1ccccc1NC1c2ccccc2C(=O)N1C1CCN(C(=O)OCC)CC1 (stereo not drawn)
  u	x
COc1ccc(OC)c(C2=NOC(C(=O)Nc3cccnc3)C2)c1 (stereo not drawn)
  u	x
COCCCN1C(=O)c2ccc(C(=O)OCC(=O)NCc3cccc(OC)c3)cc2C1=O
  u	x
N#CC12CCCCC1CC1CCCCC1(C#N)N2Cc1ccccn1 (stereo not drawn)
  u	x
COc1cc(NC(=O)c2ccccc2OCc2ccccc2)cc(OC)c1OC
  u	x
CC(=O)c1ccc(OC2OCCOC2Oc2ccc(C(C)=O)cc2)cc1 (stereo not drawn)
  -2.2%	-4.2
COc1cc(OC)cc(C(=O)N[C@@H](CCSC)c2nc3ccccc3[nH]2)c1
  u	x
Cc1cccc(C)c1NC(=O)CN(C)C(=O)c1cc(S(=O)(=O)N(C)C)ccc1N1CCCC1
  u	x
O=C(CN1C(=O)NC2(CCc3ccccc32)C1=O)NCC(F)(F)F (stereo not drawn)
  u	x
CC1CC(C)CN(CCCNC(=O)C2CCN(c3nnc(-n4cccc4)s3)CC2)C1 (stereo not drawn)
  -15.0%	-15.4
CC(=O)Nc1c2c(nn1-c1ccc(Cl)cc1)CSC2
  8.9%	x
S=C1NC[C@H](Cc2ccccc2)N1CCCCC1CCCCC1
  6.0%	4.1
C[C@@]12CCC=C[C@H]1[C@H](c1ccoc1)N(Cc1ccccc1)C2=O
  -21.5%	x
CS(=O)(=O)N1CCN(c2ccccc2NC(=S)NC(=O)c2ccccc2[N+](=O)[O-])CC1
  -10.2%	-16.7
CC(=O)c1ccc(N2CCN(C(=O)Cc3n[nH]c(=O)c4ccccc34)CC2)cc1
  20.3%	x
O=C(Nc1cnn(C23CC4CC(CC(C4)C2)C3)c1)c1cnn2cccnc12
  u	x
Oc1c(Br)cc(/C=N/NC(=S)NCc2ccco2)cc1Br
  11.4%	6.4
Cc1nn2c3c(cnc2c1-c1ccccc1)C(=O)CC(c1ccco1)C3 (stereo not drawn)
  15.9%	-17.2
COc1ccc(C2CC(c3ccc(F)cc3)Nc3nc(N)nn32)cc1OC (stereo not drawn)
  2.7%[9.22 µM]	2.0
CCN(CC(=O)NCc1ccc(Cl)cc1)C(=O)NCc1ccc(Cl)cc1
  10.4%	17.5
Cc1ccc(C)c(NC(=O)CSc2nnc(-c3ccccc3C)o2)c1
  u	x
CCS(=O)(=O)c1nc(S(=O)(=O)c2ccc(Cl)cc2)c(NCCCN2CCCC2=O)s1
  i	-10.5
COCCCN1C(=O)C(=O)/C(=C(/O)c2ccc(OC)cc2)C12C(=O)N(C)c1ccccc12 (stereo not drawn)
  u	x
O=C(CCCC(=O)N1CCN(c2ccc([N+](=O)[O-])cc2)CC1)c1ccccc1
  u	x
O=C(Nn1cnc2ccccc2c1=O)c1ccccc1Cl
  u	x
CCOc1cccc(/C=N/Nc2nc(N3CCCC3)nc(N3CCCC3)n2)c1O
  -9.4%	-10.5
S=C(Nc1ccc(Br)cc1Cl)NN1CCOCC1
  4.2%	13.2
CC(Oc1ccccc1Cl)C(=O)Nc1ccc(S(=O)(=O)N2CCCC2)cc1 (stereo not drawn)
  u	x
CN(c1ccc(OCC(=O)N2CCOCC2)cc1)S(=O)(=O)c1ccc(F)cc1
  7.3%	12.7
CC(C)[C@H](NC(=O)N1c2ccccc2NC(=O)[C@@H]1C(C)C)C(=O)N[C@H](Cc1ccccc1)C(=O)O
  u	x
COc1cc([C@@H]2[C@H]3CN(C)CC=C3C(C#N)=C(N)C2(C#N)C#N)cc2c1OCO2
  u	x
Cc1onc(-c2c(F)cccc2Cl)c1C(=O)O/N=C(\N)c1ccc([N+](=O)[O-])o1
  u	x
COc1ccc(Oc2cn[nH]c2-c2ccc(OCC(=O)NN)cc2O)cc1
  13.0%	6.6
O=c1[nH]c(-c2ccco2)nc2sc3c(c12)CCCC3
  19.0%	7.1
O=C(NCCS(=O)(=O)N1CCCCC1)c1ccc2c(c1)OCO2
  i	x
Cc1ccc(CCNC(=O)C(C)n2nc(C)c3c(C)n(-c4ccccc4)nc3c2=O)cc1 (stereo not drawn)
  i	-6.2
O=C(COC(=O)c1ncc(Cl)c(Cl)c1Cl)Nc1ccc(Cl)cn1
  8.0%	-0.6
CCC1C2CN(C(C)=O)CC=C2C(C#N)=C(N)C1(C#N)C#N (stereo not drawn)
  u	x
COc1ccc(CC(=O)N2CCN(S(=O)(=O)c3cc(Cl)ccc3Cl)CC2)cc1
  u	x
CCOC(=O)CSc1nc2nc(C)cc(C)n2n1
  u	x
CC(C)n1c(S(=O)(=O)O)nc2ccccc21
  -18.2%	-13.7
Cc1cccc(OC2CCN(Cc3c(C(=O)N4CCCC4)nc4ccccn34)CC2)c1
  28.5%	17.9
O=C(Nc1nc2c(F)cc(F)cc2s1)C1COc2ccccc2O1 (stereo not drawn)
  u	x
Nc1nnc(SCC(=O)N2CCc3ccccc3C2)s1
  -1.3%	5.0
CCOC(=O)C1NN=C(C(=O)c2ccc(C)cc2)C1c1ccc(C)cc1 (stereo not drawn)
  i	-4.3
Oc1ccccc1/C=N/n1c(-c2ccccc2)n[nH]c1=S
  -6.5%	0.9
O=C(OCc1c(F)cccc1Cl)c1cccnc1Cl
  u	x
CCc1nnc2n1N=C(c1ccc(Br)cc1)CS2
  17.0%	-2.2
O=C(CNC(=O)c1nc[nH]c1C(=O)N1CCNCC1)OCc1ccccc1
  u	x
CCN1CCCC1CNC1=NCCCCC1 (stereo not drawn)
  -8.1%	-8.6
